# Source: PubChem BioAssay
# S1P2 ag = activates the human S1P2 receptor. O95136. S1P2-expressing cell line, agonist reporter read-out. activation, % at 4.5 µM. 97,000 tested, 0.46% active. AID 729; in the data active means activation above about 16%;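 further: 0% = vehicle low control and 100% = maximal reference agonist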
# Target sequence (O95136 whole entry, looked up): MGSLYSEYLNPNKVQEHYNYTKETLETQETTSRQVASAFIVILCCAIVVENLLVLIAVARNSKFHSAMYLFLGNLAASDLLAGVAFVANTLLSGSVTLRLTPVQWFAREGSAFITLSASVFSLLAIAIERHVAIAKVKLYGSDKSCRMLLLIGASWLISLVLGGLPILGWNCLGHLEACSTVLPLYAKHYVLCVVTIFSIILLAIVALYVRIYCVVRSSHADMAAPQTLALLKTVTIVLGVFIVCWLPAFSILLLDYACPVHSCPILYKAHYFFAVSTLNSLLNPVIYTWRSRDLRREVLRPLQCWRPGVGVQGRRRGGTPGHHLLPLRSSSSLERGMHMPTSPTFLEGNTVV
# HUVEC prolif 384 = inhibitors of human endothelial cell proliferation; viability, % at 10 µM (by protocol); HUVEC proliferation, CellTiter-Glo luminescence, 72 h; hits give low values; 86,000 tested, 1.1% active;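 active means viability at or below 30%; inactive means viability above 30%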;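 further: 100% = median luminescence of DMSO-only cell control wells on each plate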
# DAT uptake mod = human DAT dopamine uptake with cocaine, either direction; B-score at 10 µM; Q01959; AID 449768; LLC-PK1 hDAT cells, [14C]-dopamine uptake with cocaine IC80; actives deviate in either direction; 110,000 tested, 1.3% active;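 active means Z score or B-score, a plate-position-corrected score, falls beyond the plate's 99.7% confidence bounds, in either direction; inactive means both scores lie inside the 99.7% bounds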;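 further: scored against the spread of the other compound wells on the same plate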
# Target sequence (Q01959 whole entry, looked up): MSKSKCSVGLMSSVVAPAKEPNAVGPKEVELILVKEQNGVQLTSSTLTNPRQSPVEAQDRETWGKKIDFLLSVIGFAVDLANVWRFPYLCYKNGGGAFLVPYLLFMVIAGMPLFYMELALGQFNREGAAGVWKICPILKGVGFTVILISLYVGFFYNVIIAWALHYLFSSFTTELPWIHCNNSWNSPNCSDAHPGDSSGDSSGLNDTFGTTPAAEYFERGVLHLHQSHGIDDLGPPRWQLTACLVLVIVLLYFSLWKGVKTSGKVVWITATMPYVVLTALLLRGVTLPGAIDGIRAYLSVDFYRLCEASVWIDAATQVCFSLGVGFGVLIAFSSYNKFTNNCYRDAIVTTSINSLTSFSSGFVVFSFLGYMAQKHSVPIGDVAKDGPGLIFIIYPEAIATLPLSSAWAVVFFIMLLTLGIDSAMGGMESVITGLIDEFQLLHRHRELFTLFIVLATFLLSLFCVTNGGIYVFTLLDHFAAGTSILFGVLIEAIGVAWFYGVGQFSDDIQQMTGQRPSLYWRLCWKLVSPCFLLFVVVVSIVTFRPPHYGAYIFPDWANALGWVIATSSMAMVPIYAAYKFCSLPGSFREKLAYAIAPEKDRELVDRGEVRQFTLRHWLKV
# PostGolgi yeast = growth inhibition of a yeast mutant, post-Golgi transport screen; post-Golgi transport phenotypic cell assay; inhibition, % at 10 µM; 98,000 tested, 0.9% active;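 further: yeast cells grown in 1536-well plates; yeast grown about 18 h at 30C before absorbance read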
# Fibroblast inh = blocks proliferation of human lung fibroblasts; LL 47 human lung fibroblast viability, ATP luminescence; hits give low values; viability, % at 10 µM; 85,000 tested, 1.1% active; AID 719;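 active means viability at or below 50% in the single dose screen; inactive means viability above 50%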;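 further: compound exposure lasted 72 h before the ATP readout; 100% = median luminescence of untreated cell-only wells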
#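 Material: Human LL 47 lung fibroblast cells | Input: 1,150 cells/well | Buffer or medium: IMEM plus 15% FBS | Compound dosing: 0.1% DMSO in all compound wells | Times: Overnight cell rest, 72 h compound treatment at 37 °C | Signal: CellTiter-Glo luminescence measuring cellular ATP | Measure: % viability versus median cells-only luminescence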
# Ecoli WT expand = E. coli BW25113 growth inhibition, expanded screen; growth inhibition, % at 100 µM; 98,000 tested, 0.15% active; OD600 absorbance;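 active means growth inhibition above about 50% at one test dose, limit read from the data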;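 further: growth measured after 20 h incubation at 37 °C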
# H69AR growth 86K = blocks growth of human H69AR lung tumor cells. H69AR lung tumor viability, ATP luminescence, 72 h; hits give low values. viability, % at 10 µM. 85,000 tested, 6% active. AID 598;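 active means viability at or below 40%; inactive means viability above 40%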;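 further: multidrug resistant small cell line overexpressing MRP-1 efflux transporter; 100% = mean luminescence of untreated control wells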
# PostGolgi ctrl = inhibits growth of the yeast control strain | efflux-deficient yeast background strain, growth absorbance A615, 16 h | inhibition, % at 10 µM | 98,000 tested, 5% active | AID 738
# S1P2 antag = antagonists of human S1P2 receptor. O95136. cell-based S1P2 antagonist assay, inhibition at 5 uM. inhibition, % at 5 µM. 97,000 tested, 0.21% active. AID 736; in the data active means inhibition above about 45%;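 further: CRE beta-lactamase reporter cells expressing human S1P2 stimulated with S1P; 0% = agonist at EC80 alone and 100% = agonist plus reference antagonist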
# Starred values were filed as active, the others as inactive; · = not tested or not shown. Unless noted, no stated cut-off is given here; in the data, active means inhibition above about 30%; inactive means the rest. No enrichment for hits; 11% or so of the library scored in one or more.
# Sample of the layout, 14 compounds:
SMILES,S1P2 ag,HUVEC prolif 384,DAT uptake mod,PostGolgi yeast,Fibroblast inh,Ecoli WT expand,H69AR growth 86K,PostGolgi ctrl,S1P2 antag
CCOc1ccc(N2C(=O)NC(Cc3c[nH]c4ccccc34)C2=O)cc1 (configuration not stated),-5,88,1.4,-9,96,-3,81,-3,4
CC1=C(C(=O)OC2CCCCCCC2)C(c2cc3c(cc2Br)OCO3)CC(=O)N1 (configuration not stated),-7,5.0*,·,5,91,2,5.8*,43*,-22
COc1ccc(-n2c(=O)cc(N3CCOCC3)[nH]c2=O)cc1,-1,84,-0.92,3,92,-8,87,3,2
O=C(O)C1C2CCC(C2)C1C(=O)Nc1cc(F)ccc1F (configuration not stated),10,94,-0.59,-8,100,-3,97,3,1
COc1ccc(NC(=O)CSc2nnc(Cc3cccn3C)n2-c2ccc(F)cc2)cc1OC,-3,100,0.95,3,104,5,93,-5,11
CC(=O)N1CCN(S(=O)(=O)c2ccc(S(=O)(=O)NCC(C)C)cc2)CC1,-3,107,0.97,-8,103,2,93,-1,-2
CCC(CC)c1nnc(NC(=O)c2ccc3ccccc3n2)s1,-6,62,0.88,4,59,1,54,7,16
CCN(CC)C(=O)C(C)N(C#N)c1nc(SC)nc(N(C)C)n1 (configuration not stated),-3,103,-0.47,-5,97,-2,58,5,-6
Cc1nc(=O)c(-c2ccccc2)c(C)n1-c1cccc(C(=O)O)c1,-7,104,1.2,6,101,-6,109,1,-9
COc1ccc(N(C)C(=O)Nc2ccc3c(c2)nnn3C)cc1,2,104,0.62,8,102,3,104,0,6
COc1ccccc1OCCCn1c(=O)oc2ccc(C)cc21,-7,98,-0.27,-2,98,3,72,22,-6
Cc1ccc(Oc2ncc(-c3ccc(Cl)cc3)cn2)cc1,-2,·,0.16,-2,·,-9,·,5,5
COC(=O)c1cc(-c2ccccc2)sc1NC(=O)CN1C(=O)c2ccccc2C1=O,-4,·,-0.0069,1,·,-15,·,10,0
O=C(c1ccc(S(=O)(=O)N2CCCC2)cc1)N1CCN(Cc2ccc3c(c2)OCO3)CC1,-5,99,0.44,4,93,-4,78,9,-15

# The list itself, from the first entry:
SMILES,S1P2 ag,HUVEC prolif 384,DAT uptake mod,PostGolgi yeast,Fibroblast inh,Ecoli WT expand,H69AR growth 86K,PostGolgi ctrl,S1P2 antag
CCOc1ccc(N2C(=O)NC(Cc3c[nH]c4ccccc34)C2=O)cc1 (configuration not stated),-5,88,1.4,-9,96,-3,81,-3,4
CC1=C(C(=O)OC2CCCCCCC2)C(c2cc3c(cc2Br)OCO3)CC(=O)N1 (configuration not stated),-7,5.0*,·,5,91,2,5.8*,43*,-22
COc1ccc(-n2c(=O)cc(N3CCOCC3)[nH]c2=O)cc1,-1,84,-0.92,3,92,-8,87,3,2
O=C(O)C1C2CCC(C2)C1C(=O)Nc1cc(F)ccc1F (configuration not stated),10,94,-0.59,-8,100,-3,97,3,1
COc1ccc(NC(=O)CSc2nnc(Cc3cccn3C)n2-c2ccc(F)cc2)cc1OC,-3,100,0.95,3,104,5,93,-5,11
CC(=O)N1CCN(S(=O)(=O)c2ccc(S(=O)(=O)NCC(C)C)cc2)CC1,-3,107,0.97,-8,103,2,93,-1,-2
CCC(CC)c1nnc(NC(=O)c2ccc3ccccc3n2)s1,-6,62,0.88,4,59,1,54,7,16
CCN(CC)C(=O)C(C)N(C#N)c1nc(SC)nc(N(C)C)n1 (configuration not stated),-3,103,-0.47,-5,97,-2,58,5,-6
Cc1nc(=O)c(-c2ccccc2)c(C)n1-c1cccc(C(=O)O)c1,-7,104,1.2,6,101,-6,109,1,-9
COc1ccc(N(C)C(=O)Nc2ccc3c(c2)nnn3C)cc1,2,104,0.62,8,102,3,104,0,6
COc1ccccc1OCCCn1c(=O)oc2ccc(C)cc21,-7,98,-0.27,-2,98,3,72,22,-6
Cc1ccc(Oc2ncc(-c3ccc(Cl)cc3)cn2)cc1,-2,·,0.16,-2,·,-9,·,5,5
COC(=O)c1cc(-c2ccccc2)sc1NC(=O)CN1C(=O)c2ccccc2C1=O,-4,·,-0.0069,1,·,-15,·,10,0
O=C(c1ccc(S(=O)(=O)N2CCCC2)cc1)N1CCN(Cc2ccc3c(c2)OCO3)CC1,-5,99,0.44,4,93,-4,78,9,-15
COCCNC(=O)C1CC(c2cccc([N+](=O)[O-])c2)=NO1 (configuration not stated),-6,·,·,-3,·,3,·,18,16
O=C(CCCn1c(=S)[nH]c2cc3c(cc2c1=O)OCO3)N1CCN(c2ccc(Cl)cc2)CC1,-7,95,0.49,15,92,-13,67,1,28
COc1cccc(-c2nc(-c3ccc(NC(=O)c4cccnc4)cc3)no2)c1,-6,101,0.49,9,100,-6,26*,-1,11
C=CCn1c(=O)c2ccccc2n2c(SCC(=O)Nc3cc(C)on3)nnc12,-5,100,0.0041,-4,104,-7,96,17,6
CC(=O)c1nn(-c2cccc(Br)c2)cc1C(=O)c1ccc2ccccc2c1,-2,·,0.27,17,·,-6,·,3,-16
COc1ccc(OC)c(-n2c(SCC(C)=O)nnc2-c2cccc(S(=O)(=O)N(C)C)c2)c1,-3,96,0.26,1,97,3,82,6,-5
CCNc1nnc(CSc2nc3ccccc3s2)s1,-3,87,0.74,·,94,·,85,·,-22
N#Cc1c(C(F)(F)F)cc(-c2ccccc2)[nH]c1=O,-4,·,0.11,-4,·,-6,·,-10,1
COc1cccc(-n2nnnc2SCC(=O)NCc2ccc3c(c2)OCO3)c1,-5,92,·,3,92,-6,93,3,-1
COc1ccc(/C=N/Nc2ncc(-c3ccccc3)cn2)c(OC)c1,-6,95,-0.062,·,106,·,66,·,0
O=C(Cc1ccccc1)Nc1ccc(N2CCOCC2)cc1N1CCOCC1,-3,91,0.91,2,107,4,107,2,-1
Cc1ccccc1-c1nnc2c3ccccc3c(C)nn12,-3,80,0.74,·,94,·,91,·,-7
O=[N+]([O-])c1ccc(/C=N/Nc2nc(N3CCCC3)nc(N3CCCC3)n2)o1,-1,6.8*,0.071,-1,87,-1,26*,12,-20
Cc1cc(C)n2c3c(c(C#N)c2n1)CCCC3,-4,100,-0.44,8,106,6,101,7,-5
C=CCNS(=O)(=O)c1nc(C)c(Cl)c(C)c1C#N,·,99,0.14,0,·,-2,71,5,·
C=CCn1c(CSc2nc3ccccc3s2)nnc1SCC(=O)OCC,-9,94,·,-1,89,7,93,6,1
Cc1cc(C)nc(NS(=O)(=O)c2ccc(NC(=S)NC(=O)C3CCCC3)cc2)n1,-1,102,-0.018,3,100,3,89,8,0
Cc1ccc(Nc2nc(Oc3ccc(OCc4ccccc4)nn3)nc(N3CCOCC3)n2)cc1,-8,72,-0.45,5,66,-4,52,8,6
CCCOc1ccc(CSc2nnc(CCC)n2N)cc1,-1,113,1.3,2,97,6,92,9,-4
CCC(C)(C)n1nnnc1C(c1ccccc1)N1CCc2ccccc2C1 (configuration not stated),-4,86,-1.6,-8,90,0,71,23,-5
CC1CCN(C(=S)NC2CCCCC2)CC1,-3,·,-0.16,17,·,6,·,-4,10
O=C(Nc1c(C(=O)N2CCOCC2)cnn1-c1ccccc1Cl)c1ccco1,-2,96,1.3,3,95,-18,91,20,9
COC(=O)c1ccsc1NC(=O)CN1CCN(c2ccc(F)cc2)CC1,-2,100,0.46,4,99,-14,74,26,-16
COc1cccc2cc(C(=O)N3CCC(C)CC3)c(=O)oc12,0,112,-0.74,1,113,-1,102,7,-18
COC(=O)c1ccccc1N(C)C(=O)C12CCC(C)(C(=O)O1)C2(C)C (configuration not stated),-6,73,0.37,-15,97,1,97,14,-8
COC(=O)C1=C(N)Oc2cc(C)n(CC3CCCO3)c(=O)c2C1c1ccc(Cl)cc1 (configuration not stated),-6,96,0.44,5,103,-2,97,6,11
COc1cccc(NC(=O)Cn2cnc3sc(C)c(S(=O)(=O)N4CCCCC4)c3c2=O)c1,-5,95,-0.8,-8,97,1,92,-13,-9
CC1(C)CC(=O)C=C(NC2CCS(=O)(=O)C2)C1 (configuration not stated),-5,93,·,·,100,·,82,·,-13
Clc1ccc(CSc2nnc([C@@H]3CCCN3)o2)cc1Cl,-2,84,0.01,-8,89,13,93,2,-13
C=CCN(CC=C)c1nc2ccccc2nc1C(C#N)C(=O)OCCOC (configuration not stated),-6,79,-0.73,5,101,-1,75,17,-10
CCn1c(CNc2ccc(Cl)cc2)nnc1SCc1ccc(Cl)cc1,-6,83,-0.29,·,93,·,101,·,6
C=CCn1c(N)cc(=O)nc1SCC(=O)NC(C)c1ccccc1 (configuration not stated),0,90,-0.84,2,95,1,77,0,-20
COC(=O)CSc1nnc2n(-c3ccc(OC)cc3)c(=O)c3c4c(sc3n12)CCCCC4,·,100,0.27,-1,103,0,81,15,·
COc1ccc(OC)c(C2C(C(C)=O)=C(O)C(=O)N2CCc2ccc(OC)c(OC)c2)c1 (configuration not stated),1,105,-0.017,·,·,·,100,·,-27
O=C(Nc1ccc2c(c1)OCO2)c1ccc(Br)o1,-2,67,0.0034,0,86,23,73,24,-4
CC(C)NC(=O)c1ccc(-c2cc(C(F)(F)F)ccc2Cl)o1,-1,101,-0.46,-3,104,-7,85,-1,-2
Cc1ccc(Cn2nnc(C(=O)Nc3cc(C)ccc3C)c2N)cc1,-2,·,0.68,-2,·,-1,·,6,-1
CC(=O)N1C(=O)C2(C(C#N)=C(N)Oc3cc(C)oc(=O)c32)c2ccccc21 (configuration not stated),-2,94,-0.46,11,107,-3,100,3,12
COc1cccc(CC(NC(C)=O)C(=O)NC2CCN(c3nc(C)cc(C)c3C#N)CC2)c1 (configuration not stated),-4,82,-1.1,1,92,-5,81,16,5
Cc1cc(=O)oc(C)c1C(=O)OCC(=O)c1ccc2ccccc2c1,-4,90,1.3,-10,91,-10,82,18,-5
COc1ccc2c(c1)c(C(=O)CN1CCOCC1)c(C)n2C,-2,104,-0.96,1,98,5,83,2,-12
COc1ccc(N=C2C(=Nc3ccc(OC)cc3)N(c3ccc(OC)cc3)C(=S)N2C)cc1,-5,·,0.73,-6,·,-28,·,13,-10
CC(=O)Oc1ccc(-c2cccc(C(=O)Oc3ccccc3)c2)cc1,-3,89,-0.28,1,104,-3,95,-4,-18
CCN(CC)S(=O)(=O)c1ccc(C(=O)Nc2c3c(nn2C(C)(C)C)CS(=O)(=O)C3)cc1,-11,95,0.025,4,89,3,86,4,15
COC(=O)c1ccc(Oc2nc(Nc3ccccc3)nc(N(C)C)n2)cc1,-2,96,-0.98,7,112,-2,81,5,-4
Cc1nnc2n(c1=O)C(CS(=O)(=O)c1ccccc1)CS2 (configuration not stated),-2,105,-0.63,26,102,4,95,5,-1
CCOC(=O)c1c(C)[nH]c(C(=O)COC(=O)c2oc3ccc(OC)cc3c2C)c1C,·,62,-0.23,-1,70,-14,66,3,·
O=C(CN1CCCCCC1=O)OCc1ncc(-c2ccccc2)o1,-2,96,-0.071,0,92,5,117,1,2
CC(C)(C)c1ccc(C(=O)N2CCC(C(=O)NCc3ccco3)CC2)cc1,-3,91,0.94,·,87,·,85,·,1
